# Ec RNAP inh = E. coli RNAP inhibitors, biochemical | hit rate 0.2% among 62,000 | inhibition, %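 (tested at 10 µM)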 | E. coli RNA polymerase, fluorescence transcription assay | AID 559, 2006; in the data active means inhibition above about 20%;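 further: 0% = enzyme without compound and 100% = no enzyme blank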
# D1 allo mod = D1 CRE-luciferase signal change, two-sided – cell-based, HEK293 D1, dopamine EC30, D1 allosteric modulator project, primary screen; D(1A) dopamine receptor (Homo sapiens), P21728; dopamine EC30 potentiation; actives deviate in either direction; B-score at 10 µM; hit rate 5.9% among 58,000; AID 641, 2007;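 active means luminescence count or its row- and column-corrected plate score outside the 99.7% band of the plate's sample wells, on either side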
# Target sequence (P21728 whole entry, looked up): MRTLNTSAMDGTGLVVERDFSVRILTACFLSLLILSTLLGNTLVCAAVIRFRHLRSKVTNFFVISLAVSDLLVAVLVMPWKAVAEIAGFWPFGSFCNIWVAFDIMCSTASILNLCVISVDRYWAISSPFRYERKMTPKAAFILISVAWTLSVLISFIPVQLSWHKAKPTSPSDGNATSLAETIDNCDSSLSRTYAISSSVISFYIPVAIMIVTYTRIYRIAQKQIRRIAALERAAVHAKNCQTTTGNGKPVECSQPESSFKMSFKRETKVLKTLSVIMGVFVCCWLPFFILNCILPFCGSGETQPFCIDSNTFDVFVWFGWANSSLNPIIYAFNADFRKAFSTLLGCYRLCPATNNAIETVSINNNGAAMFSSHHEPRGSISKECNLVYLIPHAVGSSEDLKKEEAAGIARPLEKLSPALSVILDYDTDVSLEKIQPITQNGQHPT
# AP ELISA ortho = alternative complement pathway inhibitors, primary screen, biochemical, ELISA, human serum, orthogonally pooled compounds | LPS-coated ELISA, C3 deposition; tested in compound mixtures | inhibition, % at 5 µM | hit rate 0.08% among 62,000 | AID 1235, 2008;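 active means inhibition above 30% in each of the two pooled mixtures holding the compound, so the lower value exceeds 30%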;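 further: 0% = serum in Mg-EGTA without compound and 100% = EDTA serum blank; some compounds past the cut are filed as inactive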
#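 Test system: human serum alternative complement pathway, C3 deposition on LPS-coated wells; also added: Plate-bound LPS; doses: 5 µM per compound in ten-compound mixtures; schedule: 1 h at 37 °C; detection: Anti-C3 ELISA, OD 450 nm; evaluation: percent inhibition of C3 deposition onto LPS; repeats: two pool placements per compound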
# Cdc25B inh = inhibitors of Cdc25B phosphatase catalytic domain, primary screen, biochemical, OMFP fluorescence; recombinant Cdc25B, OMFP fluorescence Ex485/Em525; inhibition, %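 (compounds tested at 10 µM final in the well)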; AID 368, 2006; M-phase inducer phosphatase 2 (Homo sapiens), P30305; hit rate 0.1% among 65,000; in the data active means inhibition above about 50%
# Target sequence (P30305 whole entry, looked up, the tested form may be a part): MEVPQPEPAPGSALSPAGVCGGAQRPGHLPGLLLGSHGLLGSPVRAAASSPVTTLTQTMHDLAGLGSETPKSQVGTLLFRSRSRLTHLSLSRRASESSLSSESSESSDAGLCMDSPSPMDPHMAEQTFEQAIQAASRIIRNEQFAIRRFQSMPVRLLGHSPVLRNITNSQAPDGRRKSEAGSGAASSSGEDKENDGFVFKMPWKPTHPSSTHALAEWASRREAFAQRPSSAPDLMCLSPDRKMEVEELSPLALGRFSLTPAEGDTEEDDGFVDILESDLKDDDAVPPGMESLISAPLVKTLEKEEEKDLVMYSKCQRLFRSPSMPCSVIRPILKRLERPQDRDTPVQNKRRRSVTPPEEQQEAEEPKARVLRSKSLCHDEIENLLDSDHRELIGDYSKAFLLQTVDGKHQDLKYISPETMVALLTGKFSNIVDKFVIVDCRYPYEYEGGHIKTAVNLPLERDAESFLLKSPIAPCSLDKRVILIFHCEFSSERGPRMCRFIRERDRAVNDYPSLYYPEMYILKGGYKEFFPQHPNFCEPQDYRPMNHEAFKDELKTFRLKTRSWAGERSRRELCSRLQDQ
# CatB mixtures = cathepsin B inhibitors from pooled compounds, primary screen, biochemical, compound mixtures, AMC fluorescence; inhibition, %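 (ten-compound pools at 5 µM per compound and 50 µM total)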; Purified cathepsin B, AMC dipeptide fluorescence; hit rate 0.06% among 62,000; AID 488, 2006; P07858; in the data active means inhibition above about 22%, passing the limit was not always enough;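 further: 0% = enzyme without compound and 100% = no enzyme blank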
# CatB block = human cathepsin B inhibitors, primary screen, biochemical, fluorogenic substrate; purified cathepsin B, fluorescence; inhibition, %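 (tested at 10 µM)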; AID 453, 2006; P07858; hit rate 0.1% among 63,000; in the data active means inhibition above about 21%;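 further: 0% = enzyme with no compound and 100% = no enzyme blank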
# DUSP1 inh = MKP-1 phosphatase inhibitors, primary screen, biochemical, in vitro. inhibition, %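 (compounds tested at a single concentration somewhere between 10 and 100 µM)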. Dual specificity protein phosphatase 1 (Homo sapiens), P28562. recombinant MKP-1, OMFP hydrolysis fluorescence. hit rate 0.15% among 65,000;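 active means inhibition above about 50%, limit read from the data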;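 further: 0% = DMSO max control wells and 100% = wells with enzyme stopped by NaOH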
# tolC growth inh = growth inhibitors of E. coli tolC mutant, primary screen, strain BW25113 ΔtolC::kan, 384-well. OD615. growth inhibition, % at 10 µM (by protocol). hit rate 2.2% among 65,000;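 active means growth inhibition at or above a cutoff equal to the mean over every tested compound plus 3 SD, cut at about 60% in these data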;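 further: growth measured after 20 h incubation at 37 °C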
#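 Test system: E. coli BW25113 ΔtolC::kan bacteria | Medium: Kanamycin-containing LB broth (50 µg/mL) | Dosing: One dose of 10 µM final | Times: 20 h incubation with compound, 37 °C | Detection: Optical density read at 615 nm | Read-out basis: Percent growth inhibition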
# Hsp90 block = tumor Hsp90 inhibitors, primary screen, cell lysate, fluorescence polarization, NCI-N417 lysate | AID 429, 2006 | inhibition, % at 30 µM | hit rate 0.35% among 64,000 | Heat shock protein HSP 90-alpha (Homo sapiens), P07900 | Cy3B-geldanamycin FP displacement;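 active means inhibition above 50%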;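 further: 0% = tracer plus lysate wells and 100% = tracer alone without lysate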
# Starred values were filed as active, the others as inactive; . = not tested or not shown.
SMILES,Ec RNAP inh,D1 allo mod,AP ELISA ortho,Cdc25B inh,CatB mixtures,CatB block,DUSP1 inh,tolC growth inh,Hsp90 block
COc1ccc(NC(=O)C(c2ccc(C)cc2)N(C)C(=O)c2cnccn2)cc1 (stereo not drawn),4,-0.92,-1,-16,1,-2,6,2,.
Cc1c(NS(=O)(=O)c2ccc(Br)s2)c(=O)n(-c2ccccc2)n1C,9,-0.28,-4,-2,3,8,-10,-12,0
CCNS(=O)(=O)c1ccc(NC(=O)c2ccccc2OCC)cc1,15,-0.0093,0,-11,3,3,5,0,-3
O=C(CC(SCCO)c1ccc2c(c1)OCO2)c1cccs1 (stereo not drawn),8,-0.15,12,-17,-1,2,-9,8,-1
COC(=O)C(C#N)C(=C1C(=O)CC(C)(C)CC1=O)c1ccc(O)cc1 (stereo not drawn),1,0.37,8,-13,-2,-2,-11,10,-4
CCOCC(=O)Nc1sc2c(c1C(=O)OCC)CCCC2,6,-0.079,8,-19,7,1,7,43,-5
O=C1NC2(CCCCC2)Oc2ccccc21,5,0.89,11,-6,4,-1,9,-4,1
Cc1c(NC(=O)CN2C(=O)C3C4C=CC(C4)C3C2=O)c(=O)n(-c2ccccc2)n1C (stereo not drawn),3,0.02,3,6,-2,5,0,-25,-2
Cc1cc(C)nc(SCC(=O)N2CCCCC2)n1,7,2.9*,-1,-11,4,2,7,2,-5
CN(C1CCS(=O)(=O)C1)S(=O)(=O)c1cccc2nsnc12 (stereo not drawn),8,-0.43,0,21,1,0,-13,3,0
CCN1CCN(C(c2cccs2)C(C)NC(=O)c2ccco2)CC1 (stereo not drawn),2,-1.4*,5,-6,2,0,33,-19,-5
O=C(CNC(=O)c1ccco1)NCC(=O)OCc1cccc(C(=O)Oc2ccccc2)c1,2,-0.81,14,-9,-1,1,3,12,-4
CCS(=O)(=O)N1CCCC(C(=O)NCc2cccc(OC)c2)C1 (stereo not drawn),-3,-0.0092,-9,-14,2,2,-5,-26,-4
Cc1ccc(CNc2oc(-c3ccco3)nc2C#N)cc1,6,27*,14,-1,8,-3,8,20,-3
CCOc1ccc2nc3c(cc2c1)CN(CCCO)C(=NCCOC)S3,1,0.018,10,-10,5,5,14,33,1
CCCn1c(SCC(=O)c2ccc3c(c2)OCCO3)nnc1-c1ccco1,8,0.38,0,5,1,0,-2,11,0
CCC(=O)O[C@]1(C(=O)CCl)[C@@H](C)C[C@H]2[C@@H]3CCC4=CC(=O)C=C[C@]4(C)[C@@]3(F)[C@@H](O)C[C@@]21C,4,-0.5,-13,-5,1,.,8,14,-1
O=C(CCC(=O)c1cccs1)NCc1ccccc1,2,-0.4,13,-12,0,5,15,-6,-2
Cc1ccc(-c2nnc(SCC(=O)N3CC(C)CC(C)C3)o2)cc1C (stereo not drawn),4,-0.44,4,-13,2,1,-11,97*,-4
N#Cc1cccc(-n2c(-c3ccccc3)nnc2-c2ccccc2)c1C#N,-10,.,.,-9,.,5,-27,10,-1
Cc1ccc(C)c(OCCCN2CCCC2)c1,0,-3.9,4,-10,3,1,-6,6,-4
c1ccc(Cn2c(NCc3ccco3)nc3ccccc32)cc1,4,12*,6,7,0,5,22,28,-2
COc1ccc(C(=O)Cn2nnc(-c3ccccc3F)n2)cc1,-4,-0.35,20,-9,-3,0,-8,31,-1
Cc1cnc(NC(=O)CSc2nnc(CNc3ccc(F)cc3)n2CC2CCCO2)s1 (stereo not drawn),0,.,-13,-22,1,-1,-3,-1,-4
CC1Cc2nc(SCC(=O)N3CCCc4ccccc43)n(C)c(=O)c2S1 (stereo not drawn),3,0.12,9,2,6,-2,-4,7,-4
SMILES,Ec RNAP inh,D1 allo mod,AP ELISA ortho,Cdc25B inh,CatB mixtures,CatB block,DUSP1 inh,tolC growth inh,Hsp90 block
COc1cc(CC(=O)OCC(=O)Nc2ccc(S(=O)(=O)N3CCCC3)cc2)cc(OC)c1OC,5,-0.077,9,-2,-4,1,-7,-9,-4
Cc1ccc(Cn2c(CN(C)Cc3ccccc3)nc3c2c(=O)n(C)c(=O)n3C)cc1,9,4.9*,5,-14,1,6,16,50,-8
Oc1ccc(CN2CCN(Cc3ccccc3)CC2)c2cccnc12,3,-1.1,7,-20,-1,-4,-3,12,-2
CCc1[nH]nc2c1C(c1cccc(OC(=O)N3CCOCC3)c1)C(C#N)=C(N)O2 (stereo not drawn),-2,1.1,7,-17,0,4,7,-18,-1
Cc1c(C(=O)NCCN2CCOCC2)oc2ccccc12,4,0.23,5,2,1,-3,12,0,-2
CCc1ccc(NC(=O)CCN2C(=O)c3cccnc3C2=O)cc1,6,-0.56,8,-2,6,9,-18,-6,1
CC1CCN(CCNC(=O)CN(C)S(=O)(=O)c2cccc3nsnc23)CC1,5,-0.51,2,-2,-1,-1,2,-19,-1
O=S(=O)(NC1c2cccc3cccc(c23)C1N1CCNCC1)c1ccccc1 (stereo not drawn),12,-0.34,11,-22,-1,6,2,21,-3
CCOC(=O)Oc1ccc2c(c1)C(C)=CC(C)(C)N2C(=O)OCC,8,0.44,15,12,3,-1,5,4,0
Cc1ccc(N(C(=O)c2ccc(Br)o2)C2C=CS(=O)(=O)C2)cc1 (stereo not drawn),12,0.99,12,-4,3,1,-4,-18,-2
COc1ccc(NC(=O)C2CC(=O)N(C)C(=Nc3ccc4c(c3)OCO4)S2)cc1 (stereo not drawn),7,0.4,4,-15,4,-5,10,-3,1
COc1ccccc1NC(=O)CSc1nc2sc(C)c(C)c2c(=O)n1Cc1ccco1,-3,0.39,2,-2,-2,3,15,15,.
O=C(Cn1cnc2c(nnn2Cc2ccc(F)cc2)c1=O)NCc1ccc2c(c1)OCO2,.,-1.2,.,2,.,.,27,-4,-4
CCCn1c(SCC(=O)OCc2ccccc2)nc2c1c(=O)n(C)c(=O)n2C,13,1.3,28,0,4,1,-7,13,1
O=C(Cn1nnc2c(cnn2-c2ccc(F)cc2)c1=O)c1ccccc1F,4,0.39,10,-10,3,-5,9,-8,-5
CC(=O)Nc1ccc(NC(=O)CSC2=NCCS2)cc1,7,-0.1,7,4,5,-1,-9,-23,2
CCOC(=O)/C=c1\sc2n(c1=O)CCN=2,-5,0.08,7,-9,-2,-3,11,-3,.
O=C(NCCN1CCN(c2cccc(Cl)c2)CC1)c1cccn2c(=O)c3ccccc3nc12,-8,-1.2,2,-17,7,-1,18,10,.
COc1cccc(C2C=C(c3ccc(OC)cc3OC)Nc3nnnn32)c1 (stereo not drawn),5,0.12,11,4,5,3,-5,15,-12
O=C1CCCC/C1=C\Nc1ccc(Cl)cn1,5,0.24,13,1,6,-3,0,-3,.
CCCOc1cc(C)c(S(=O)(=O)N2CCN(C)CC2)cc1C,9,-2.6,11,-13,6,1,-14,2,-1
CC(C)CCNc1ncnc2c1nnn2Cc1ccccc1Cl,8,2.6,17,-1,2,2,5,1,-3
O=C(CC1Nc2ccccc2NC1=O)c1ccccc1 (stereo not drawn),2,-1.5,1,-1,-3,-4,1,-18,1
CC1(C)CC(N2CCC(=O)N(C3CC(C)(C)NC(C)(C)C3)C2)CC(C)(C)N1,-3,0.0012,13,0,1,5,9,-14,0
COCCN1C(=O)C(=O)/C(=C(/O)c2cccc(S(=O)(=O)N(C)C)c2)C12C(=O)N(C)c1ccccc12 (stereo not drawn),12,-1.6,-1,2,-10,3,-2,0,-3

# Ordered by molar mass (low to high): part of the list above
SMILES,Ec RNAP inh,D1 allo mod,AP ELISA ortho,Cdc25B inh,CatB mixtures,CatB block,DUSP1 inh,tolC growth inh,Hsp90 block
CCOC(=O)/C=c1\sc2n(c1=O)CCN=2,-5,0.08,7,-9,-2,-3,11,-3,.
O=C(CC1Nc2ccccc2NC1=O)c1ccccc1 (stereo not drawn),2,-1.5,1,-1,-3,-4,1,-18,1
Cc1c(C(=O)NCCN2CCOCC2)oc2ccccc12,4,0.23,5,2,1,-3,12,0,-2
CC(=O)Nc1ccc(NC(=O)CSC2=NCCS2)cc1,7,-0.1,7,4,5,-1,-9,-23,2
CCCOc1cc(C)c(S(=O)(=O)N2CCN(C)CC2)cc1C,9,-2.6,11,-13,6,1,-14,2,-1
CC(C)CCNc1ncnc2c1nnn2Cc1ccccc1Cl,8,2.6,17,-1,2,2,5,1,-3
CCOC(=O)Oc1ccc2c(c1)C(C)=CC(C)(C)N2C(=O)OCC,8,0.44,15,12,3,-1,5,4,0
CC1(C)CC(N2CCC(=O)N(C3CC(C)(C)NC(C)(C)C3)C2)CC(C)(C)N1,-3,0.0012,13,0,1,5,9,-14,0
O=S(=O)(NC1c2cccc3cccc(c23)C1N1CCNCC1)c1ccccc1 (stereo not drawn),12,-0.34,11,-22,-1,6,2,21,-3
CCc1[nH]nc2c1C(c1cccc(OC(=O)N3CCOCC3)c1)C(C#N)=C(N)O2 (stereo not drawn),-2,1.1,7,-17,0,4,7,-18,-1
Cc1ccc(N(C(=O)c2ccc(Br)o2)C2C=CS(=O)(=O)C2)cc1 (stereo not drawn),12,0.99,12,-4,3,1,-4,-18,-2
CC1CCN(CCNC(=O)CN(C)S(=O)(=O)c2cccc3nsnc23)CC1,5,-0.51,2,-2,-1,-1,2,-19,-1
Cc1ccc(Cn2c(CN(C)Cc3ccccc3)nc3c2c(=O)n(C)c(=O)n3C)cc1,9,4.9*,5,-14,1,6,16,50,-8
COc1cc(CC(=O)OCC(=O)Nc2ccc(S(=O)(=O)N3CCCC3)cc2)cc(OC)c1OC,5,-0.077,9,-2,-4,1,-7,-9,-4
COCCN1C(=O)C(=O)/C(=C(/O)c2cccc(S(=O)(=O)N(C)C)c2)C12C(=O)N(C)c1ccccc12 (stereo not drawn),12,-1.6,-1,2,-10,3,-2,0,-3

# (continued)
SMILES,Ec RNAP inh,D1 allo mod,AP ELISA ortho,Cdc25B inh,CatB mixtures,CatB block,DUSP1 inh,tolC growth inh,Hsp90 block
CC(=O)c1ccc(OCC(O)CN2C(C)CCCC2C)cc1 (stereo not drawn),11,-0.1,8,2,4,2,-2,-11,-3
FC(F)(F)c1cc(-c2ccco2)nc(N2CCOCC2)n1,6,17*,9,-5,6,0,0,18,-2
Cc1cccc(NC(=O)C2CCCN(S(=O)(=O)c3cccc4cccnc34)C2)c1 (stereo not drawn),6,1.2,-7,-4,1,4,3,25,1
COc1c(S(=O)(=O)n2nc(C)cc2C)ccc(Cl)c1Cl,-5,3.6*,-6,-10,0,0,-3,4,-1
O=C1CCN(Cc2nnnn2CC2CCCO2)c2ccccc2N1 (stereo not drawn),0,0.63,-9,2,1,0,-3,-4,-1
CCN(CC)C(=O)N1CCN(S(=O)(=O)c2ccc(C)c(C)c2)CC1,7,-0.58,10,1,1,2,-16,12,0
CC(=O)c1c(C)[nH]c(C(=O)N2CCN(C(=O)c3ccco3)CC2)c1C,7,-0.58,4,-6,11,6,-2,-10,-1
CCc1cccc(CC)c1N(COC)C(=O)Cn1c(CO)nc2ccccc21,4,1,2,5,5,3,24,-9,0

# Record cards (already shown). Order of screens: Ec RNAP inh	D1 allo mod	AP ELISA ortho	Cdc25B inh	CatB mixtures	CatB block	DUSP1 inh	tolC growth inh	Hsp90 block
# Listed for COc1ccc(NC(=O)C(c2ccc(C)cc2)N(C)C(=O)c2cnccn2)cc1 (stereo not drawn) = 4	-0.92	-1	-16	1	-2	6	2	.
# Listed for Cc1cc(C)nc(SCC(=O)N2CCCCC2)n1 = 7	2.9*	-1	-11	4	2	7	2	-5

# Screening results: PubChem BioAssay, several laboratories
